Bioassay records as filed in PubChem BioAssay.
CHO parental Ca: counter-screen: ATP calcium response change in parental CHO cells; 0.63% of 330,000 active; inhibition, % at 5.6 µM; parental CHO-K1, ATP-induced calcium, Fluo-8 fluorescence;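 active means inhibition above that plate's mean sample inhibition plus 3 SD, cut at about 26% in these data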;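 further: 0% = ATP-challenged DMSO wells and 100% = DMSO wells without ATP; some compounds past the cut are filed as inactive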
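Material: Parental CHO cells | Reagent: ATP | Compound dosing: Single nominal dose of 5.6 µM per compound | Detection: Intracellular calcium via Fluo-8 no-wash fluorescent dye | Read-out: % inhibition of ATP-induced calcium mobilization | Benchmarks: Low control ATP plus DMSO, high control DMSO only | Replicates: Singlicate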
OXTR potentiator: potentiates the human oxytocin receptor response. P30559. CHO-OTR cells, Fluo-8 calcium fluorescence, potentiator mode; 0% = oxytocin EC15, 100% = EC100. activation, % at 3 µM. 0.061% of 320,000 active;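 active means activation above that plate's cutoff, the mean activation of tested compounds plus 3 SD, cut at about 6.6% in these data, passing the limit was not always enough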;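 further: 100% uses oxytocin at 75 nM as the full agonist control; some results filed as inactive read as strong as hits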
Target sequence (P30559 whole entry, looked up): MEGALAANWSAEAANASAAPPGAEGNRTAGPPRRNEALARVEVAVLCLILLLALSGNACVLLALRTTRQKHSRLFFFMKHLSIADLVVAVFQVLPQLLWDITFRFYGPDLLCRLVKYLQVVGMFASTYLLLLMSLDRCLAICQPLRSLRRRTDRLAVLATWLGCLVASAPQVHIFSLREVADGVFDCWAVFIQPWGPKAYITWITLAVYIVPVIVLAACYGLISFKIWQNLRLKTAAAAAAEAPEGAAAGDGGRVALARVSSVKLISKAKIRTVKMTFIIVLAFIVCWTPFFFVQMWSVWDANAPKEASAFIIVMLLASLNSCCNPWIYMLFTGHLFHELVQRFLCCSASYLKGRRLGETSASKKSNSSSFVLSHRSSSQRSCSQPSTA
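Assay system: CHO cell line stably expressing human OTR | Also added: Oxytocin at about EC15, sub-maximal agonist stimulus | Times: Compound 6 min at room temperature before oxytocin, 100 s read | Measured by: Fluo-8 intracellular calcium fluorescence, ex 470-495, em 515-575 nm | Controls: EC15 oxytocin alone as 0%, 75 nM oxytocin as 100%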
TAAR1 antagonist: antagonists of human TAAR1 | Q96RJ0 | CHO RD-HGA16 TAAR1, Fluo-8 calcium fluorescence, antagonist | inhibition, % at 3 µM | 1.5% of 360,000 active | AID 624466;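 active means inhibition above a per-plate cutoff, the mean inhibition of test compounds on that plate plus 3 SD, cut at about 49% in these data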;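 further: 0% = DMSO plus EC80 beta-PEA response and 100% = DMSO alone without agonist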
Target sequence (Q96RJ0 whole entry, looked up): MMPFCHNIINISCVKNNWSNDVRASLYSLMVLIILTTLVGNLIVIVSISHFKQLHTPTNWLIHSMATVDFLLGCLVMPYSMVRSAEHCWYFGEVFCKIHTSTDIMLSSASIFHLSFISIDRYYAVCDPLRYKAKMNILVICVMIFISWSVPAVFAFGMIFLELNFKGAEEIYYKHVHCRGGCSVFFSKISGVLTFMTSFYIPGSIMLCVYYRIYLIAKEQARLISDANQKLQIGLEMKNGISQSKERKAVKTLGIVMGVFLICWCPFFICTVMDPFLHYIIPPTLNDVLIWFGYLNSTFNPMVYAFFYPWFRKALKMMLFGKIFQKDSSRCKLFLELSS
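Assay system: CHO-derived RD-HGA16 cells stably expressing human TAAR1 plus Gα16. Timing: 140 s kinetic read after compound, 140 s after agonist. Technique: kinetic Fluo-8 calcium fluorescence measurement. Measure: % inhibition of agonist calcium response.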
OXTR ag: activates the human oxytocin receptor; CHO-OTR cells, Fluo-8 calcium fluorescence; normalized: DMSO 0%, oxytocin 100%; activation, % at 3 µM; 0.32% of 320,000 active;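 active means activation above the mean of all tested compounds plus 3 SD, cutoff set per screening run, cut at about 20% in these data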;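 further: peak over basal fluorescence ratio from a 100 s FLIPR kinetic read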
M1 PAM parental: nonselective activator or artifact in parental CHO-K1 calcium assay. AID 602247. ATP EC20, Fluo-8 calcium fluorescence; 0% at ATP EC20, 100% at ATP max. 0.02% of 360,000 active. activation, % at 3 µM;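 active means activation above the run cutoff, the mean activation of all test compounds plus 3 SD, cut at about 40% in these data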;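 further: peak over basal fluorescence ratio in a 140 s read after ATP addition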
GPR7 antag: antagonists of human GPR7 (neuropeptides B/W receptor 1). inhibition, % at 4.4 µM. AID 1861. P48145. 1.1% of 290,000 active. GPR7-expressing cells, fluorescence antagonist assay; in the data active means inhibition above about 16%, passing the limit was not always enough;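 further: cells stimulated with the agonist NPW; 0% = agonist with vehicle and 100% = vehicle without agonist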
Target sequence (P48145 whole entry, looked up): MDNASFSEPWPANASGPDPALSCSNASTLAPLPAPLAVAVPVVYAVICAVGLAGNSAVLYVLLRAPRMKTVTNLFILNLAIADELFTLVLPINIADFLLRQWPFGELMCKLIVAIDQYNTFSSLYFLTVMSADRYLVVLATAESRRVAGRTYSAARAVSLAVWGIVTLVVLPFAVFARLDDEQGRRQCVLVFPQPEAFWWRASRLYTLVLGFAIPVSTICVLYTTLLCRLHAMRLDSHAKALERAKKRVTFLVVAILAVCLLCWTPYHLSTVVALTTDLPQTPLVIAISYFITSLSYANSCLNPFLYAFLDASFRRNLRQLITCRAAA
CHO-K1 Ca antag: nonselective inhibitor or artifact in parental CHO-K1 cells | ATP-induced calcium, Fluo-8 fluorescence | inhibition, % at 3 µM | 0.6% of 360,000 active | AID 602250;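 active means inhibition above a per-plate cutoff, the plate's mean sample inhibition plus 3 SD, cut at about 24% in these data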;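 further: 0% = DMSO plus EC80 ATP and 100% = DMSO alone without ATP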
V1R ag counter: counter-screen for oxytocin receptor agonists: human V1a receptor agonists. P37288. activation, % at 3 µM. AID 2797. 0.25% of 320,000 active. CHO-V1R cells, Fluo-8 calcium fluorescence, agonist mode; 0% DMSO, 100% 3 nM vasopressin;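 active means activation above the mean activation of all tested compounds plus 3 SD, per screening run, cut at about 20% in these data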;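 further: signal is peak over basal fluorescence ratio across a 100 second FLIPR read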
M1 ag parental: counter-screen for M1 agonists: effect in parental CHO-K1 cells; Fluo-8 calcium fluorescence; scaled to maximal ATP response, vehicle zero; 0.48% of 360,000 active; activation, % at 3 µM; AID 602248; in the data active means activation above about 15%;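 further: untransfected CHO-K1 host cells lacking M1 receptor as counterscreen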
Numbers without * were called inactive; nt = no result given.

SMILES | CHO parental Ca | OXTR potentiator | TAAR1 antagonist | OXTR ag | M1 PAM parental | GPR7 antag | CHO-K1 Ca antag | V1R ag counter | M1 ag parental
CCCCN(C(=O)c1ccc2c(c1)S(=O)(=O)N=C1CCCCCN12)c1c(N)n(CCCC)c(=O)[nH]c1=O | -6.0 | -5.3 | -13.5 | -0.4 | -7.5 | nt | 2.7 | -0.4 | 0.5
CCCCn1c(CN2CCN(C(=O)c3ccco3)CC2)nc2c1c(=O)n(C)c(=O)n2C | -6.2 | -0.8 | -17.2 | 0.7 | 15.3 | -4.2 | 3.4 | 0.3 | 0.2
Cc1cccnc1NC(=O)COc1ccc2c(c1)CCC2 | 14.8 | 0.0 | -18.9 | 0.7 | 2.8 | nt | -3.0 | -0.8 | 2.0
CC(=O)Oc1ccc(Cn2c(C)c(C(=O)NCc3ccccc3C(F)(F)F)sc2=O)cc1 | nt | nt | 20.9 | nt | -2.1 | nt | -0.6 | nt | 3.0
CCOC(=O)[C@]12CCC=C1N(Cc1ccccc1)C(=O)[C@H](CC(=O)N1CCCCC1)C2 | nt | nt | -17.7 | nt | 9.1 | nt | -13.4 | nt | 0.3
COc1ccc2c(c1)O[C@@H](c1cccc(C(F)(F)F)c1)[C@H](O)C2=O | -15.8 | -13.5 | nt | -0.9 | nt | 16.0 | nt | -0.5 | nt
CCOC(=O)Cc1csc(NC(=O)COc2ccccc2OCC)n1 | -5.7 | -0.1 | -1.3 | -1.1 | 13.3 | -0.8 | -0.1 | 1.4 | 2.2
Cc1cc(C)n(-c2nnc(Cl)c3ccccc23)n1 | 4.1 | -16.6 | -24.9 | 0.5 | 26.9 | -12.1 | -21.6 | -0.5 | 0.4
COc1ccc(NC(=O)C2CC(=O)N/C(=N/NC(=O)c3ccc(Cl)cc3)S2)cc1 (stereo unspecified) | -14.5 | -0.5 | -9.9 | 0.2 | 23.4 | -13.2 | -19.1 | 1.0 | 0.6
CCCCNCCS(=O)(=O)NCc1ccccc1 | nt | nt | -7.9 | nt | -7.4 | nt | -11.2 | nt | 0.0

Compounds above containing a CF3 group, in the order listed:
SMILES | CHO parental Ca | OXTR potentiator | TAAR1 antagonist | OXTR ag | M1 PAM parental | GPR7 antag | CHO-K1 Ca antag | V1R ag counter | M1 ag parental
CC(=O)Oc1ccc(Cn2c(C)c(C(=O)NCc3ccccc3C(F)(F)F)sc2=O)cc1 | nt | nt | 20.9 | nt | -2.1 | nt | -0.6 | nt | 3.0
COc1ccc2c(c1)O[C@@H](c1cccc(C(F)(F)F)c1)[C@H](O)C2=O | -15.8 | -13.5 | nt | -0.9 | nt | 16.0 | nt | -0.5 | nt

(more compounds)
SMILES | CHO parental Ca | OXTR potentiator | TAAR1 antagonist | OXTR ag | M1 PAM parental | GPR7 antag | CHO-K1 Ca antag | V1R ag counter | M1 ag parental
CCOC(=O)CNC(=O)c1cccnc1Oc1ccc(Cl)cc1 | 0.2 | 5.4 | -28.3 | -1.8 | 8.9 | -13.7 | 2.8 | -0.2 | 0.8
Cc1cc(C)cc(NC(=O)C2CCCN(c3nccc(C)n3)C2)c1 (stereo unspecified) | -16.7 | -2.8 | nt | -2.0 | -0.3 | 6.3 | 1.5 | -1.5 | 0.3
O=C(COC(=O)c1cnccn1)c1ccc(OC(=O)c2ccccc2)cc1 | -17.4 | 0.6 | -2.2 | 2.2 | -8.1 | 13.2 | 21.2 | 2.8 | -0.2
CCn1c(N)c(Br)c(=O)[nH]c1=O | -16.1 | -12.2 | 1.1 | 0.7 | -10.7 | -9.8 | -4.2 | 0.6 | 0.2
COc1ccc(C(=O)N(C)C(C)c2nccs2)cc1OC1CCN(C(C)=O)CC1 (stereo unspecified) | nt | nt | -22.8 | nt | 8.7 | nt | 0.4 | nt | 0.1
COc1ccccc1N(CC(=O)Nc1cc(C)on1)S(=O)(=O)c1cccc(C(F)(F)F)c1 | -24.6 | -0.2 | 5.1 | -0.6 | -6.8 | nt | -13.1 | 0.4 | -0.3
O=[N+]([O-])c1ccc(Cl)c(/C=N/N2CCN(Cc3ccccc3Cl)CC2)c1 | -29.9 | -9.8 | 1.8 | -0.1 | 14.8 | 2.0 | -0.2 | 0.2 | 0.3
COc1ccc(Nc2nc(N3CCCCC3)c3ccccc3n2)cc1 | 24.6 | -10.5 | 9.4 | 0.8 | 16.8 | 10.5 | -0.2 | 2.3 | 2.0
O=C(C[n+]1cc(Br)cc(Br)c1)c1ccc(Cl)cc1 | -8.2 | -11.2 | 9.0 | -1.1 | -9.4 | -6.5 | 6.8 | -0.2 | -0.1
Cc1noc(C)c1COC(=O)c1ccc2c(c1)OCO2 | 0.7 | 0.3 | 5.0 | 0.9 | 3.6 | -10.0 | 3.9 | 0.6 | 0.4
COc1cccc(NC(=O)CSc2nc3ccccc3nc2N2CCOCC2)c1 | -14.1 | -1.0 | 41.4 | -1.2 | 22.4 | 4.8 | -9.2 | -0.6 | 1.8
CC(=O)c1cnn(-c2nc3c(C)cccc3s2)c1C | -22.7 | -1.7 | -38.7 | -1.5 | 25.7 | -5.3 | -8.3 | 0.0 | 0.6
Cc1c(C)c(C)c(S(=O)(=O)N2CCSCC2)c(C)c1C | -15.1 | -9.2 | -35.0 | -3.3 | 13.9 | -14.9 | -10.5 | -0.8 | 1.3
O=S(=O)(NC1CCN(S(=O)(=O)c2ccc3c(c2)OCCO3)C1)c1c(F)cccc1F (stereo unspecified) | -2.3 | -2.1 | 2.1 | 2.8 | -15.4 | nt | 3.0 | 1.3 | 0.1
Cc1ccnn1CC(=O)N/N=C/c1c[nH]c2ccccc12 | -6.5 | -4.5 | -32.8 | 0.8 | 7.6 | -3.4 | -6.5 | -1.0 | 1.1
O=C1OC2(CCCCC2)OC(=O)C1=CNc1nc2ccccc2s1 | -13.4 | -6.1 | 39.1 | 0.6 | 4.9 | 7.5 | 6.4 | 0.6 | 0.9
Cc1cc(NC(=O)CSc2nc(=O)n3cccc(C)c3n2)no1 | -0.1 | -8.9 | 3.8 | 0.7 | 17.2 | nt | -7.8 | 0.1 | 2.6
CCO[C@H]1OC(C(=O)NC2CC2)=C[C@@H](c2csc3ccccc23)[C@@H]1CCCO | -10.4 | 0.7 | 3.1 | 0.5 | -12.2 | -8.4 | -2.1 | -0.1 | 0.3
CCOc1ccc(NC(=O)CN(C)C(=O)CCSc2ccc(F)cc2)cc1OCC | -20.1 | -4.4 | 14.4 | 0.1 | 0.0 | nt | -6.5 | 0.2 | 1.0
O=C(Nc1ccc(NC(=O)c2cccs2)cc1)c1ccc2c(c1)OCO2 | 2.3 | -3.2 | 2.2 | 1.0 | -2.4 | -9.2 | -10.0 | 1.1 | 0.7
CC(=O)Nc1nc(-c2cc([N+](=O)[O-])cs2)cs1 | 11.2 | -2.1 | 17.4 | -1.5 | 8.9 | 0.4 | -7.5 | 0.0 | -0.2
CCCOc1ccc(Cc2nn3c(=O)/c(=C/c4ccco4)sc3nc2=O)cc1 | -5.4 | -2.9 | -3.2 | 1.9 | 3.0 | 8.2 | -12.8 | 0.3 | 0.2
OC(CC#CCN1CCCC1)(c1ccccc1)c1ccccc1 | -7.8 | -11.0 | -29.5 | 0.9 | 13.4 | -17.1 | -0.9 | 0.0 | 1.1
C=CCn1c(C)nnc1SCC(=O)Nc1nc(C)c(C(=O)N(C)C)s1 | -10.8 | -5.6 | -6.9 | -0.1 | -3.1 | -3.8 | -1.2 | 0.4 | 0.8
Cc1ccc([C@@H]2CC=C(C(=O)O)[C@H](c3cccc(Cl)c3)N2S(=O)(=O)c2ccc(C)cc2)cc1 | -14.4 | -20.0 | 29.7 | -1.8 | 0.1 | nt | -10.3 | -0.6 | -0.2
N#Cc1cc2cc3c(cc2nc1SCC(=O)N1CCOCC1)OCO3 | 10.8 | -9.7 | -1.4 | 0.6 | -8.5 | 2.1 | -7.0 | -0.4 | 0.1
COc1cccc(NC(=O)c2ccc(CN3CCc4ccccc4C3)cc2)c1 | -7.7 | -2.2 | 10.9 | -1.3 | 5.7 | 21.2 | 6.5 | 2.8 | 0.5
O=C(NC(=S)N1CCN(c2ccccc2)CC1)c1ccc(S(=O)(=O)N2CCOCC2)cc1 | -8.8 | 4.4 | -18.8 | 3.9 | 14.4 | -4.5 | -20.1 | -1.5 | -0.4
Cc1c(Cl)cccc1NC(=S)N(Cc1ccccc1)Cc1cccnc1 | -0.9 | -10.3 | -2.6 | -1.4 | -12.1 | 1.8 | -0.2 | -0.2 | 0.2
Cc1ccc(Nc2cc(-n3nc(C)cc3C)ncn2)cc1 | -11.1 | -23.3 | -25.5 | 11.0 | 17.6 | -19.3 | -6.0 | -0.1 | 0.6
CC1(NC(=O)c2cccc(S(=O)(=O)N3CCCc4ccccc43)c2)CCS(=O)(=O)C1 (stereo unspecified) | nt | nt | 11.8 | nt | -20.9 | nt | 6.5 | nt | 0.7
CC[C@@H]1CCCCc2ccccc2[C@@H](C(=O)C[C@H](O)CC(C)=O)OC1=O | -14.2 | 1.0 | 13.4 | -1.7 | 17.9 | nt | -22.4 | -0.1 | -0.3
COc1ccc(OCCn2ccnc2)cc1 | -6.1 | 10.7 | -4.6 | 2.2 | 9.8 | -2.5 | -17.8 | 1.6 | 0.5
COC(=O)CSc1nc2c(c(C3CC=CCC3)c1C#N)CCC2 (stereo unspecified) | 18.9 | -11.6 | 34.8 | -2.3 | 6.8 | -10.1 | -6.5 | -1.1 | 0.2
CC(C(=O)Nc1ccc2c(c1)OCCO2)c1ccc([N+](=O)[O-])cc1 (stereo unspecified) | 30.7* | -20.8 | 76.5* | 44.5* | 11.5 | 47.2* | -1.2 | 42.8* | 17.3*
COc1ccc(NC(=O)/C(C#N)=C/c2ccc(OCCN3CCOCC3)c(OC)c2)c(OC)c1 | 0.2 | -6.3 | nt | 0.7 | -1.0 | -18.6 | 3.8 | 2.3 | 4.0
COc1cc(-c2nc(CN3CCN(C(=O)c4ccco4)CC3)c(C)o2)ccc1F | -15.4 | 0.5 | -25.6 | -0.1 | 4.9 | -22.5 | -4.3 | 3.2 | 2.9
CCCN1Cc2cccc(C(=O)Nc3ccc4c(c3)OCO4)c2C1=O | -36.9 | -8.2 | 15.6 | -2.2 | 24.7 | 4.0 | -15.2 | -0.9 | -0.1
COC(=O)c1ccc(COc2cc(O)c3c(c2)OC(C)(C)CC3=O)cc1 | -2.0 | -6.8 | 15.6 | 1.0 | -6.8 | -18.6 | 8.0 | 1.1 | 0.8
CC1CC(C)CN(C(=O)Cn2c(=O)n(CCCCC(=O)NC3CCCC3)c(=O)c3ccccc32)C1 (stereo unspecified) | -11.1 | -11.3 | -19.3 | -0.7 | 18.7 | -9.9 | -5.9 | -0.1 | 0.3
CCN(CC)c1ccc(C(=O)NNC(=O)Cn2c(=O)cnc3ccccc32)cc1 | nt | nt | 5.7 | nt | -12.0 | nt | 1.9 | nt | -0.2
O=C(NC1=NCCS1)C1Cc2ccccc2CN1C(=O)c1ccccc1 (stereo unspecified) | -10.7 | -4.3 | 10.5 | 0.1 | -0.3 | -8.7 | 2.0 | 0.7 | 0.9
